Assay outcomes as filed in PubChem.
LDHA block: LDHA (human) enzyme inhibition; activity change, % (values are at about 110 or 230 µM); 480,000 tested, 0.15% active; AID 1347041; purified LDHA, NADH/diaphorase-resazurin fluorescence; active compounds read low; P00338; in the data active = activity change below about -30%; inconclusive = mostly about -25% to -30%;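 note: plate controls were DMSO wells for no effect and wells without enzyme for full effect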
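Human LDH5 at 2 nM final in Tris HCl pH 7.4 with 0.06 mM NADH and 0.2 mM pyruvate, reacted 5 minutes at room temperature. Remaining NADH coupled via diaphorase/resazurin; resorufin fluorescence read at 0 and 20 minutes, normalized to enzyme-free and DMSO wells.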
GRP78 ERSR act: inducers of ER stress response in human glioma cells. 420,000 tested, 0.02% active. Potency, µM, for the others: at the top dose activation, usual class: activators. U87-MG GRP78 promoter luciferase reporter, 16 h. AID 602332; note: potency is the fitted concentration of half-maximal effect; series mostly up to about 76 µM; % of control where 0% means no effect; nearly all actives have a fitted effect of over 35% in size
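ERSR induction read as luciferase luminescence (Bright-Glo, 10 min at room temperature) in stably transfected human U87-MG glioma cells exposed to compounds for 16 h, using GRP78 as sensor.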
Vif-APOBEC3F blk: inhibitors of Vif-A3F interaction | HeLa A3F-eYFP + Vif (tagged APOBEC3F with the HIV-1 protein that degrades it), YFP fluorescence increase | Potency, µM (doses to about 46.1 µM), without a hit: at the top dose activity, negative = active | 390,000 tested, 0.2% active; note: potency is the fitted concentration of half-maximal effect; % of control where 0% means no effect; nearly all actives have a fitted effect of over 65% in size
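Fluorescence increase (Ex 488/Em 500-530) after overnight compound treatment at 37 deg C flags inhibition of Vif-driven A3F-eYFP loss in stable HeLa A3F-eYFP/Vif cells seeded overnight beforehand.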
Vif-APOBEC3G blk: blocks the Vif interaction with human APOBEC3G; Q9HC16; HeLa A3G-eYFP + Vif (tagged APOBEC3G with the HIV-1 protein that degrades it), YFP fluorescence, overnight; Potency, µM (series often up to 46.1 µM), for inactives: top-dose activity, negative = active, most hits filed as inhibitors; 410,000 tested, 0.076% active;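 note: potency is the fitted concentration of half-maximal effect; % is set by controls: 0 for no effect and ±100 for the full control effect; nearly all actives have a fitted effect of over 60% in size; hits raise eYFP signal because A3G escapes Vif-driven loss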
Target sequence (Q9HC16 whole entry, looked up): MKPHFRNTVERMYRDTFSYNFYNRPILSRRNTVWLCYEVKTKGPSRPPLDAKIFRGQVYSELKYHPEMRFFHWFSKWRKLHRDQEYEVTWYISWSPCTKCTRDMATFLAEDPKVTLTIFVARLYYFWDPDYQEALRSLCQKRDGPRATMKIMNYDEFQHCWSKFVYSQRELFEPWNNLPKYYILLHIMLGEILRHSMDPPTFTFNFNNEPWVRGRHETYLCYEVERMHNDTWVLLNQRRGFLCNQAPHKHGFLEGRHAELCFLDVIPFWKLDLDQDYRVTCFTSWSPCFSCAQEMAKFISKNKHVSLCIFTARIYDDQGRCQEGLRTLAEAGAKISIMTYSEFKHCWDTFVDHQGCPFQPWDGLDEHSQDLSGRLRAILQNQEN
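Read-out is eYFP fluorescence (Ex 488/Em 500-530) from Vif-expressing HeLa A3G-eYFP cells; more signal means A3G escaped Vif-mediated degradation. Cells plated overnight, compound pinned in, incubated overnight at 37 deg C.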
PI4K2A inh: PI4K2A (human) kinase inhibition. activity change, negative = inhibition, % at 76.9 µM. Q9BTU6. AID 1346378. purified PI4K2A, ADP-Glo luminescence, 1 h; active compounds read low. 420,000 tested, 0.13% active; in the data active = activity change below about -50%; inconclusive = mostly about -30% to -49%;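 note: -100% = wells without enzyme as full effect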
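ADP-Glo luminescence measured ADP generated by PI4K2A enzyme (4 ug/mL before mixing) with 1.2 mM PI substrate (pre-mix) and 300 microM ATP (pre-mix). Tris pH7.5 buffer with MgCl2, Triton X-100; 1 h reaction at ambient temperature.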
TrxR1 substrate: substrates of rat thioredoxin reductase 1 | purified TrxR1 substrate turnover, NADPH consumption readout | Potency, µM (doses to about 114 µM), without a hit: top-dose activity change, negative = substrate turnover | AID 588456 | O89049 | 390,000 tested, 0.01% active; note: potency is the fitted concentration of half-maximal effect; % is set by controls: 0 for no effect and ±100 for the full control effect; nearly all actives have a fitted effect of over 50% in size
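Rat TrxR1, dispensed at 90 nM, was prereduced with 400 uM NADPH (final) for 5 min at ~22 deg C, then incubated with compound 15 min before 400 uM selenite. A first-read NADPH fluorescence drop versus no-compound background flagged substrates.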
RXFP1 ag: agonists of human relaxin receptor RXFP1; Q9HBX9; HEK293T-RXFP1 cAMP TR-FRET, 30 min; response scale: percent of porcine relaxin response, buffer zero; Potency, µM (titrated, usually from 57.5 µM), for inactives: at the highest dose activation, most hits filed as activators; 370,000 tested, 0.3% active; AID 2676; note: potency is the fitted concentration of half-maximal effect; % is set by controls: 0 for no effect and ±100 for the full control effect; nearly all actives have a fitted effect of over 60% in size; many of its hits are not listed in these tables
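cAMP rise read by TR-FRET after 30 min, 37C compound exposure (up to 58 uM) in RXFP1-transfected HEK293 cells with Ro 20174 present. EC50 from Hill-equation fits, with 29 nM porcine relaxin as 100% and buffer as basal.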
USP1 inh: blocks the human USP1/UAF1 deubiquitinase complex | 390,000 tested, 0.23% active | Potency, µM (top dose mostly 57.1 µM), for the others: at the top dose activity change, negative = inhibition, usual class: inhibitors | recombinant USP1/UAF1, Ub-Rhodamine cleavage fluorescence; note: potency is the fitted concentration of half-maximal effect; % is set by controls: 0 for no effect and ±100 for the full control effect; nearly all actives have a fitted effect of over 60% in size; inactives centre near -12
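Step one: compound is pinned into 1nM USP1/UAF1 in HEPES pH 7.8 buffer with TCEP. Step two: 15 min room-temperature incubation. Step three: Ub-Rho (150nM final) starts cleavage, tracked by fluorescence over six one-minute reads.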
IDH1 R132H inh: blocks human mutant IDH1 R132H enzyme | AID 602179 | O75874 | IDH1-R132H enzyme, NADPH consumption, diaphorase/resazurin fluorescence | Potency, µM (highest dose often 76.6 µM), for inactives: at the top dose activity change, negative = inhibition, hits mostly inhibitors | 390,000 tested, 0.093% active; note: potency is the fitted concentration of half-maximal effect; % is set by controls: 0 for no effect and ±100 for the full control effect; nearly all actives have a fitted effect of over 65% in size
Target sequence (O75874 whole entry R132H, stated change not applied): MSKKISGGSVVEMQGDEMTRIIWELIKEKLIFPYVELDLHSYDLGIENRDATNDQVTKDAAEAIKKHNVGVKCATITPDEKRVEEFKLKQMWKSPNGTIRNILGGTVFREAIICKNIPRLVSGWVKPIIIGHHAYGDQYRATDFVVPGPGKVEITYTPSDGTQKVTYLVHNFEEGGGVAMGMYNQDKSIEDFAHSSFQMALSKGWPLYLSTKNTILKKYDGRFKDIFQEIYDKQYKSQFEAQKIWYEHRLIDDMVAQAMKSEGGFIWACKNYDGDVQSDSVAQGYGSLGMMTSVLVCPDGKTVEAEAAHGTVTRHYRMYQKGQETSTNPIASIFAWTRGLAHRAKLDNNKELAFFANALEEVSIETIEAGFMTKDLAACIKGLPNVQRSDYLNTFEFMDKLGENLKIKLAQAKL
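IDH1-R132H (0.5 ug/mL dispensed) in pH 7.5 Tris buffer was preincubated 30 min with compound, then given a substrate mix of 0.016 mM NADPH and 2 mM alpha-KG for 80 min at room temperature; remaining NADPH was read by diaphorase/resazurin fluorescence.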
* = called active by the depositor; u = inconclusive; x = no result given; & = joins results of further samples; [ ] = remark or other dose. Unless noted, calls come from the whole dose curve; as a rule, active = well fitted curve in the direction sought with a large enough effect; inconclusive = small, poorly fitted or top-dose-only effect, or another doubt; inactive = no such curve, though single readings can be large; an effect the other way counts as inactive or inconclusive. These rows are one share of the data (hit frequency here may not be typical).

SMILES	LDHA block	GRP78 ERSR act	Vif-APOBEC3F blk	Vif-APOBEC3G blk	PI4K2A inh	TrxR1 substrate	RXFP1 ag	USP1 inh	IDH1 R132H inh
CC(C)Oc1ccc(S(=O)(=O)N2CCOCC2)cc1NC(=O)C1CCCC1	3	-1%	0%	-7%	0	7%	3.1%	-17%	0%
CC(=O)Nc1nonc1-c1nc2ccccc2n1Cc1ccccn1	1	-4%	-2%	3%	-3	13%	-2.1%	8%	9%
O=C(/C=C/c1ccc(OC(F)F)cc1)OCC(=O)N1CCc2ccccc21	-7	-2%	3%	-1%	0	-4%	0.4%	-23%	2%
CCc1nc2c(OCc3c(C)noc3C)cccn2c1N(C=O)Cc1ccccc1	-1	-1%	x	-4%	5	x	x	x	x
Cc1ccccc1S(=O)(=O)Cc1ccc(C(=O)NC2CCCCC2)o1	-1&2	-5%&-2%	3%&-2%	0%&1%	11&-4	7%&-8%	2.1%&-0.4%	-16%&9%	0%&0%
Cn1cnc(S(=O)(=O)N2CCCC(C(=O)NCc3ccc(Cl)cc3)C2)c1 (stereo not drawn)	-11	-1%	2%	5%	7	-1%[57.1 µM]	-0.9%	-14%	-22%
CC1(C(=O)NS(=O)(=O)c2cccc(F)c2)CCN1C(=O)CC1CCCC1 (stereo not drawn)	-5	-2%	x	-6%	-1	x	x	x	x
O=C(CSc1nc2ccccc2[nH]1)Nc1ccccc1N1CCOCC1	0	-2%	-5%	-1%	-5	9%[57.1 µM]	1.0%	-2%	-13%
O=C(Nc1ccc(Cl)cn1)Nc1ccccc1F	-1	-1%	1%	1%	4	-2%	1.2%	-21%	3%
Cc1cc(C)nc(NS(=O)(=O)c2ccc(NC(=O)c3ccccc3C)cc2)n1	-7	-2%	-8%	-1%	2	7%	-0.2%	-12%	1%
CCCN1C2CCCC1CC(NC(=O)c1ccccc1)C2 (stereo not drawn)	-7	-1%	1%	0%	5	-9%	1.5%	2%	-1%
Cc1cccc(NC(=S)N(CCN(C)C)Cc2cccs2)c1	-1	-3%	0%	10%	3	-7%[57.1 µM]	-0.3%	-17%	7%
CC(=O)Oc1ccc(C(=O)Nc2cccnc2)cc1	-1	-1%	-3%	0%	1	-2%[57.1 µM]	0.9%	-13%	3%
O=C(CN1C(=O)C2CC=CCC2C1=O)OCC(=O)c1ccc(Cl)c([N+](=O)[O-])c1 (stereo not drawn)	-3	10%	0%	-3%	0	0%	2.9%	-19%	-15%
O=C(c1ccc2oc(CCCc3ccccc3)nc2c1)N1CCCC1	1	-3%	2%	0%	-2	1%	0.2%	-5%	4%
Cc1nc2ccccc2c(=O)n1/N=C/c1ccccn1	-4	-1%	-2%	1%	1	9%	3.9%	-3%	-4%
CCN(c1ccccc1)S(=O)(=O)c1ccc2[nH]cc(C(=O)N3CCOCC3)c(=O)c2c1	-4	-2%	-2%	-3%	-15	-1%	0.5%	4%	0%
O=C(C1CCCCC1)N1C[C@@H](O)[C@H](n2cc(C3CC3)nn2)C[C@@H]1c1ccc(Cl)cc1	-4	0%	-4%	-14%	1	x	x	-22%	1%
COc1ccc2[nH]c(=O)c(CN(C)C(=O)C3CCCCC3)cc2c1	-5	-3%	1%	1%	12	22%	1.4%	0%	-2%
N#CCSc1nnc(-c2cnccn2)n1Cc1ccccc1	-1	-5%	-4%	0%	1	-5%	0.8%	-3%	-4%
O=C(c1cccc(Oc2ccccc2)c1)N1CCN(c2ccccn2)CC1	-1	-1%	12%	-9%	-6	-2%	0.4%	-11%	-9%
Clc1ccc(CSc2nnc(-c3ccccn3)n2Cc2ccco2)cc1Cl	0	-4%	x	-19%	1	x	x	x	x
Cc1cc(N)n(-c2ccc(S(N)(=O)=O)cc2[N+](=O)[O-])n1	-1	1%	-13%	1%	-1	5%[57.1 µM]	2.7%	-16%	18%
CC12CN3CCN(CC(C3)/C1=N\NC(=O)c1ccccc1N)C2	1	3%	7%	3%	4	111%	3.6%	u	3%
O=C(Nc1ccc(Br)cc1F)C(NS(=O)(=O)c1cccc2nsnc12)c1ccccc1 (stereo not drawn)	-2	5%	0%	2%	-2	-12%	3.1%	-5%	-2%
CN(CCc1ccccn1)C(=O)CCC1CCCN(C(=O)c2ccccn2)C1 (stereo not drawn)	-1	1%	u	2%	0	-2%	0.8%	-6%	5%
COc1ccc(C)cc1-n1nnc(-c2nc(-c3ccccc3Cl)no2)c1N	-3	0%	1%	-1%	-2	3%	-0.8%	-12%	-12%
Cn1cc(C(=O)N2CCN(c3cccc(Cl)c3)CC2)c(=O)c2cc(S(=O)(=O)N3CCOCC3)ccc21	-2	-5%	3%	-7%	-2	-3%	-2.7%	-12%	-10%
CCc1nc2ccc(C(=O)N3CCN(C(C)=O)CC3)cn2c1N(C=O)Cc1ccc(OC)cc1	1	-2%	x	-2%	-4	x	x	x	x
Cc1cc(Oc2ccccc2F)nc(NCc2ccccc2)n1	-8	1%	-40%	-18%	4	0%	-1.4%	-13%	1%
CCOc1cc(C)c(Cl)cc1S(=O)(=O)n1cnc2ccccc21	-7	-2%	3%	1%	6	-1%	1.3%	-9%	-3%
COc1cc(-c2nnc(SCC(=O)/C(C#N)=C(\C)N)o2)cc(OC)c1OC	-4	2%	4%	0%	2	-8%	0.2%	-3%	-1%
CCc1ccc(CNC(=O)Cc2c(C(=O)O)c(C)cn2C)cc1	-2	-1%	2%	-5%	0	0%[57.1 µM]	0.1%	-28%	-13%
CNC(=O)CSc1nnc(-c2cc(C)cc(C)c2)o1	-5	-5%	0%	-4%	-1	5%[57.1 µM]	1.1%	-12%	-3%
O=C(CSc1nnc(CNc2cccc(Cl)c2)o1)OC1CCCCC1	-5	-1%	3%	4%	2	-15%	-1.3%	-9%	4%
Cc1ccc(CSc2nc3c(c(=O)[nH]2)C(c2cccc(F)c2F)CC(=O)N3)cc1 (stereo not drawn)	-2	-3%	u	3%	-5	-6%	-1.4%	-2%	-17%
Cc1nc2c3cccnc3nn2c(C)c1CCC(=O)NCc1ccccc1Cl	-1	-2%	-2%	0%	-1	61%[activator]	14%	7%	0%
COc1ccc(CNC(=O)CN(C(=O)CCC(=O)Nc2ccccn2)c2ccccc2OC)cc1	1	-3%	-4%	0%	-8	9%[57.1 µM]	0.9%	2%	5%
Cc1ccc(N2CC(C(=O)NCCS(=O)(=O)N3CCN(c4ccccc4)CC3)CC2=O)cc1C (stereo not drawn)	0&-4	-3%&0%	3%&-4%	0%&6%	4&4	6%&-1%[57.1 µM]	3.1%&0.0%	-19%&1%	-9%&-8%
COc1ccc(S(=O)(=O)NCCCn2ccnc2)cc1C(C)(C)C	-4	0%	1%	4%	8	0%	-0.5%	0%	-7%
O=C(NCc1cccnc1)C1CCN(S(=O)(=O)c2cccs2)CC1	-8&-2	-2%	-5%	1%	5	5%	0.1%	-18%	2%
NS(=O)(=O)c1ccc(CCNC(=O)Cc2cccs2)cc1	-1	-2%	-13%	0%	-3	3%	0.5%	-16%	10%
Cc1cc(C)c(C(=O)Nc2ccc(C)c(C)c2)c(CC(C)(C)C(=O)O)c1	-1	-3%	-1%	0%	0	5%[57.1 µM]	-0.8%	-2%	1%
COc1ccc(/C=C/C(=O)Oc2cccc(/C=N/NC(=O)Cc3ccc(Br)cc3)c2)cc1	-3	2%	-8%	1%	7	-2%	0.0%	-15%	-6%
Cc1ccc(S(=O)(=O)Cn2nnnc2C(CC(C)C)N2CCN(C(=O)c3ccco3)CC2)cc1 (stereo not drawn)	-3	-3%	-16%	-3%	2	-1%	1.5%	-21%	-2%
CC(C)C(C(=O)Nc1cccnc1)N1C(=O)c2ccccc2C1=O (stereo not drawn)	-17	0%	-10%	-1%	2	0%	0.1%	-7%	0%
CSc1ncccc1C(=O)OCC(=O)NC(=O)NCCC(C)C	-3	-5%	-7%	-1%	-2	6%[57.1 µM]	1.2%	-20%	-11%
O=C(/C=C/c1ccc(Cl)cc1)N1CCN(c2ccccc2[N+](=O)[O-])CC1	-2	-4%	10%	2%	0	4%[57.1 µM]	0.2%	-14%	18%
O=C(Nc1cccc(C(F)(F)F)c1)c1ccc(-n2cncn2)nc1	-7	-1%	10%	2%	-3	0%	-0.2%	-23%	0%
COc1ccc(S(=O)(=O)NC(C(=O)NCCc2ccccn2)C(C)C)cc1 (stereo not drawn)	-7	-4%	-3%	3%	6	8%[57.1 µM]	-1.9%	-16%	-2%
O=C(C1CCCO1)N(Cc1ccccc1)c1ccccc1 (stereo not drawn)	1	-6%	-16%	0%	-4	-12%	-2.2%	2%	1%
COc1ccccc1-c1c(C)nn2c(-c3ccccc3)cc(C)nc12	0	-2%	-4%	0%	-4	-7%	-0.5%	-5%	-7%
COc1ccc(OCCC(=O)Nc2ccccc2)cc1	-2	-1%	10%	7%	1	3%	1.1%	-8%	4%
COc1ccc(N2CCN(C(=O)c3cccc(-n4c(C)nc5cccnc54)c3)CC2)cc1	0	-4%	-1%	4%	3	0%	18%	0%	10%
